Screening results: PubChem BioAssay, Broad Institute
SIRT5 inh: inhibitors of human sirtuin-5 desuccinylase | Q9NXA8 | Purified SirT5, succinyl-peptide AMC, trypsin-coupled fluorescence | inhibition, % at 15 µM | 330,000 tested, 1.1% active | AID 652115; in the data active means inhibition above about 15%; inconclusive means no clear call, values can overlap the other calls
ERp5 inh: blocks human ERp5 reductase activity on insulin; inhibition, % at 9.99 µM; ERp5 insulin aggregation, absorbance 650 nm, 90 min; 350,000 tested, 0.05% active; Q15084;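 active means mean replicate inhibition above about 25%, with every replicate also reaching it, limit read from the data, passing the limit was not always enough; inconclusive means only one of those two criteria met; inactive means neither criterion met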
Target sequence (Q15084 whole entry, looked up): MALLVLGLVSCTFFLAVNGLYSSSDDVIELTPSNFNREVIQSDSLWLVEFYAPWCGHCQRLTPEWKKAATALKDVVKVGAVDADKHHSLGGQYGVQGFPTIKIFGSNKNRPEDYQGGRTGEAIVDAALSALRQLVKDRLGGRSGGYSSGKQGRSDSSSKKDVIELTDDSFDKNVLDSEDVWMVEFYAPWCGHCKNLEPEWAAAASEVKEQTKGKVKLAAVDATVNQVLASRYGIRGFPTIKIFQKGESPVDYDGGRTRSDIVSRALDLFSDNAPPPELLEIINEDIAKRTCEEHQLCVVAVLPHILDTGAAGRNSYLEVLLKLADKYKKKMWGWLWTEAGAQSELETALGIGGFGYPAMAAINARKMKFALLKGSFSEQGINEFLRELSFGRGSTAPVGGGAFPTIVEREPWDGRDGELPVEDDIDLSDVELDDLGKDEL
DENV2 CPE: DENV2-induced cell death inhibition; DENV2-infected cells, cytopathic effect rescue, plate reader; CPE inhibition, % at 9.99 µM; 350,000 tested, 1.7% active; AID 651640; in the data active means CPE inhibition above about 20%, passing the limit was not always enough; inconclusive means no clear call, values can overlap the other calls; tested in BHK-21 cells;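 further: 0% = median of neutral control wells and 100% = median of positive control wells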
Statin myotox sup: protects C2C12 myotubes from simvastatin toxicity; ATP luminescence, 48 h; scaled: DMSO 0, geranylgeraniol control 100; AID 602340; 330,000 tested, 0.78% active; rescue of ATP level, % at 7.49 µM;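 active means mean ATP rescue above about 67%, or every replicate alone reaching that limit, limit read from the data, passing the limit was not always enough; inconclusive means no clear call, values can overlap the other calls; inactive means mean under the limit and some replicate under it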;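 further: myotubes were challenged with 10 µM simvastatin during compound exposure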
S100A4 MyoIIA: S100A4-myosin IIA interaction inhibition; inhibition, % at 10.7 µM; 360,000 tested, 0.14% active; AID 652163; P26447; S100A4/TAMRA-MyoIIA peptide fluorescence polarization;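 active means mean inhibition of at least 70% across replicates, with every replicate also reaching that level; inconclusive means mean inhibition reaches 70% but some replicates fall short; inactive means mean inhibition below 70%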
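Test system – S100A4 monomer (human) · Compound – single-point compound testing · Schedule – 5 min incubation before reading · Probe or stimulus – TAMRA-labelled myosin IIA heavy-chain peptide probe, 5 nM · Benchmarks – neutral control DMSO, positive control TFP · Medium – Calcium-containing HEPES buffer, pH 7.2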
PglD DTNB: inhibitors of Campylobacter jejuni PglD acetyltransferase | inhibition, % at 12.5 µM | purified PglD enzyme, DTNB colorimetric CoA detection | 360,000 tested, 0.098% active; in the data active means inhibition above about 16%, passing the limit was not always enough; inconclusive means no clear call, values can overlap the other calls; further: strong numbers were not always called active
E-selectin induc: E-selectin induction on HUVECs | activation, % at 7.58 µM | AID 686992 | 260,000 tested, 0.37% active | P16581 | HUVEC E-selectin immunofluorescence imaging; normalized: neutral wells 0, TNF-alpha wells 100;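 active means mean E-selectin-positive cell signal at least 10% of the positive control, reached in at least 60% of replicates, without over 20% cell loss; inconclusive means no rule given, readout overlaps actives, possibly toxicity-flagged; inactive means the rest, including those meeting only one limit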;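 further: in these data hits start at about 27%; measured in HUVEC primary endothelial cells; signal is the percent of cells scored E-selectin positive by PE staining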
Target sequence (P16581 whole entry, looked up): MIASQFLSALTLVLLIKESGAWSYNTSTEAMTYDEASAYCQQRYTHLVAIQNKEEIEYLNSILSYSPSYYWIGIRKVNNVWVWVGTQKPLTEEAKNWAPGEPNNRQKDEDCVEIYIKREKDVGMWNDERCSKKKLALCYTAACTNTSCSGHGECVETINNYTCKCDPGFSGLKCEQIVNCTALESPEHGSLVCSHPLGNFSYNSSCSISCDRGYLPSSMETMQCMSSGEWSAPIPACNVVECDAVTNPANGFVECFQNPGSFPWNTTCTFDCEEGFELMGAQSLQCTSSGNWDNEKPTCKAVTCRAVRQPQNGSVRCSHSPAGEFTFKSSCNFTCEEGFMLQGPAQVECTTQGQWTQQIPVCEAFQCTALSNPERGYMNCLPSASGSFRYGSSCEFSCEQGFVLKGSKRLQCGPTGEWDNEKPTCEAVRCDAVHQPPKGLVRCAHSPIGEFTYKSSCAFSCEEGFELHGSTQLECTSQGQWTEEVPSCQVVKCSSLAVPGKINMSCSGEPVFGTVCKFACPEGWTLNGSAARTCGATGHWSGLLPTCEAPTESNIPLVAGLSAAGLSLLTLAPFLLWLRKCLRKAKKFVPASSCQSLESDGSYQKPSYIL
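System: HUVEC / Compound: single concentration / Signal: immunofluorescence imaging / Read-out: percent E-selectin-positive cells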
Active calls of the source: *; u = inconclusive; x = no result given. An excerpt; rates above refer to the full screens.

SMILES	SIRT5 inh	ERp5 inh	DENV2 CPE	Statin myotox sup	S100A4 MyoIIA	PglD DTNB	E-selectin induc
C[C@@H]1CN([C@H](C)CO)C(=O)c2cccc(NS(=O)(=O)c3ccc(F)cc3)c2O[C@H]1CN(C)S(=O)(=O)c1ccc(Cl)cc1	3.2	4.9	4.5	x	-11.5	-1.5	4.2
CC(C)NC(=O)N(C)C[C@H]1Oc2c(NC(=O)C3CC3)cccc2C(=O)N([C@@H](C)CO)C[C@H]1C	4.5	-8.4	-3.8	-18.0	18.4	8.0	-0.6
NC(=O)CC(NC(=O)c1ccccc1)c1ccc(NC2CCCC2)c([N+](=O)[O-])c1 (stereo not given)	-0.4	2.8	-6.2	6.3	-2.2	-4.4	-0.1
CCC(CC)NC(=O)Nc1ccc(C)cc1	1.1	-3.0	-0.3	-8.2	0.0	6.5	0.6
CCCCn1ccnc1C(=O)c1ccc(S(=O)(=O)N2CCCC2)cc1	13.8	-2.6	-3.0	28.2	-7.2	-1.8	0.1
Nc1nc(N)c2ncc(C(=O)CCc3ccccc3)nc2n1	-2.5	4.4	3.2	-11.3	-3.8	-5.5	x
COC(=O)c1cccc(NC(=O)c2cccc(N3C(=O)CCC3=O)c2)c1	0.9	-3.8	4.1	9.3	-2.0	-3.3	-0.4
Brc1cccc(C=Nc2cccc3ncccc23)c1	-2.5	-2.0	-5.1	x	-3.0	x	x
Cc1noc(C)c1NC(=O)Nc1ccc2c(c1)CC(=O)N([C@@H](C)CO)C[C@H](C)[C@H](CN(C)Cc1ccc(C(=O)O)cc1)O2	-2.4	-6.5	-0.3	8.5	15.7	1.5	7.3
O=S(=O)(N[C@H]1CC[C@@H](CCNS(=O)(=O)c2ccccc2Cl)O[C@@H]1CO)c1ccccc1	2.3	4.1	u	0.2	-2.8	1.6	-0.3
Cc1nn(-c2ccccc2)c(Cl)c1C(=O)NNC(=O)c1ccncc1	-0.5	8.6	-5.4	-7.4	-4.2	6.0	x
Cc1ccc(NC(=O)c2nc[nH]c2C(=O)N(C)Cc2ccccc2)cc1	x	-2.6	2.4	10.9	-8.6	-1.5	-0.2
COc1cccc(C=NNC(=O)CCCC(=O)NN=Cc2cccc(OC)c2)c1	-1.7	-0.3	-2.9	4.5	4.0	-2.5	-0.1
COc1ccc(OC)c(C2C(C(=O)Nc3ccc(F)cc3)=C(C)Nc3nc(CCCO)nn32)c1 (stereo not given)	-2.4	13.2	-7.8	-8.8	-3.0	11.0	-0.1
O=C(c1ccc(S(=O)(=O)N2CCCC2)cc1)N1CCCCCC1	-5.7	-1.8	x	4.2	-11.9	4.6	1.9
Cc1ccc(S(=O)(=O)N(C)C[C@H]2Oc3c(NC(=O)NC(C)C)cccc3C(=O)N([C@H](C)CO)C[C@@H]2C)cc1	-3.5	1.2	2.4	-5.6	-6.6	-1.9	-0.1
COCC(=O)N1CC(=O)N2[C@H](C1)[C@H](c1ccc(Br)cc1)[C@@H]2CO	-6.5	-3.1	-5.7	x	6.6	x	-0.5
CCC(OC(=O)c1nsc(Cl)c1Cl)C(=O)NC(C)(C)C (stereo not given)	4.1	-8.3	-3.9	x	-1.2	x	2.5
C=CCNC(=S)NNC(=O)c1ccco1	-0.5	-1.2	1.5	-3.4	-3.1	x	x
COc1ccccc1NCC(=O)N/N=C(\C)c1cccs1	2.6	0.1	0.9	x	-3.9	x	x
CC1Oc2ccccc2N(CC(=O)NCC2CCCO2)C1=O (stereo not given)	0.3	-2.8	x	-13.2	-1.7	-4.2	x
CC(=O)c1ccc(C(=O)N2CCCC(CNC(=O)c3ccccc3Cl)C2)cc1 (stereo not given)	-0.8	-10.6	9.8	-8.3	12.3	-9.1	0.0
Cc1cc(NN)nc(NS(=O)(=O)c2ccccc2)n1	-0.2	-1.7	13.3	x	7.0	1.2	x
O=C(NCc1cccs1)c1ccc2ccccc2n1	0.1	-3.1	-1.4	11.2	-0.3	6.9	x
COc1ccc(C(O)c2nc(-c3ccc(OC)nc3)cs2)cc1 (stereo not given)	-5.9	4.8	3.1	4.9	-7.4	-6.1	0.5

Ordered by number of heavy atoms (low to high): some entries from above.
SMILES	SIRT5 inh	ERp5 inh	DENV2 CPE	Statin myotox sup	S100A4 MyoIIA	PglD DTNB	E-selectin induc
C=CCNC(=S)NNC(=O)c1ccco1	-0.5	-1.2	1.5	-3.4	-3.1	x	x
CCC(CC)NC(=O)Nc1ccc(C)cc1	1.1	-3.0	-0.3	-8.2	0.0	6.5	0.6
Brc1cccc(C=Nc2cccc3ncccc23)c1	-2.5	-2.0	-5.1	x	-3.0	x	x
CCC(OC(=O)c1nsc(Cl)c1Cl)C(=O)NC(C)(C)C (stereo not given)	4.1	-8.3	-3.9	x	-1.2	x	2.5
COc1ccccc1NCC(=O)N/N=C(\C)c1cccs1	2.6	0.1	0.9	x	-3.9	x	x
Nc1nc(N)c2ncc(C(=O)CCc3ccccc3)nc2n1	-2.5	4.4	3.2	-11.3	-3.8	-5.5	x
O=C(c1ccc(S(=O)(=O)N2CCCC2)cc1)N1CCCCCC1	-5.7	-1.8	x	4.2	-11.9	4.6	1.9
Cc1nn(-c2ccccc2)c(Cl)c1C(=O)NNC(=O)c1ccncc1	-0.5	8.6	-5.4	-7.4	-4.2	6.0	x
Cc1ccc(NC(=O)c2nc[nH]c2C(=O)N(C)Cc2ccccc2)cc1	x	-2.6	2.4	10.9	-8.6	-1.5	-0.2
CC(=O)c1ccc(C(=O)N2CCCC(CNC(=O)c3ccccc3Cl)C2)cc1 (stereo not given)	-0.8	-10.6	9.8	-8.3	12.3	-9.1	0.0
COc1cccc(C=NNC(=O)CCCC(=O)NN=Cc2cccc(OC)c2)c1	-1.7	-0.3	-2.9	4.5	4.0	-2.5	-0.1
O=S(=O)(N[C@H]1CC[C@@H](CCNS(=O)(=O)c2ccccc2Cl)O[C@@H]1CO)c1ccccc1	2.3	4.1	u	0.2	-2.8	1.6	-0.3
CC(C)NC(=O)N(C)C[C@H]1Oc2c(NC(=O)C3CC3)cccc2C(=O)N([C@@H](C)CO)C[C@H]1C	4.5	-8.4	-3.8	-18.0	18.4	8.0	-0.6
COc1ccc(OC)c(C2C(C(=O)Nc3ccc(F)cc3)=C(C)Nc3nc(CCCO)nn32)c1 (stereo not given)	-2.4	13.2	-7.8	-8.8	-3.0	11.0	-0.1
Cc1ccc(S(=O)(=O)N(C)C[C@H]2Oc3c(NC(=O)NC(C)C)cccc3C(=O)N([C@H](C)CO)C[C@@H]2C)cc1	-3.5	1.2	2.4	-5.6	-6.6	-1.9	-0.1
C[C@@H]1CN([C@H](C)CO)C(=O)c2cccc(NS(=O)(=O)c3ccc(F)cc3)c2O[C@H]1CN(C)S(=O)(=O)c1ccc(Cl)cc1	3.2	4.9	4.5	x	-11.5	-1.5	4.2
Cc1noc(C)c1NC(=O)Nc1ccc2c(c1)CC(=O)N([C@@H](C)CO)C[C@H](C)[C@H](CN(C)Cc1ccc(C(=O)O)cc1)O2	-2.4	-6.5	-0.3	8.5	15.7	1.5	7.3

Remaining list, next part.
SMILES	SIRT5 inh	ERp5 inh	DENV2 CPE	Statin myotox sup	S100A4 MyoIIA	PglD DTNB	E-selectin induc
CN1C(=O)c2cc(NC(=O)C3CCCCC3)ccc2OC[C@H]2O[C@H](CC(=O)NC3CCCC3)CC[C@H]21	-2.2	2.1	12.7	2.4	-11.8	3.5	0.0
CCc1cccc(NC(=S)N(CCN(C)C)C2CCN(C(C)C)CC2)c1	-5.7	2.9	-0.2	-6.4	2.3	0.1	0.0
CC(C)(C)C(=O)Nc1nnc(CCc2ccccc2)s1	-3.9	-1.2	-4.6	0.7	-15.7	-1.0	x
Cc1ccc(NC(=S)N(CCCN2CCC(C)CC2)Cc2ccco2)cc1C	0.5	-0.4	-3.6	2.4	-6.0	-5.3	4.8
CC(C)C#Cc1ccc2c(c1)O[C@@H](CN(C)C(=O)C1CC1)[C@@H](C)CN([C@@H](C)CO)S2(=O)=O	1.8	61.1*	-3.0	14.2	-4.6	-0.1	0.2
CC(Sc1nnc(COc2ccc(Cl)cc2)n1Cc1ccco1)C(=O)N1CCNC1=O (stereo not given)	3.7	0.7	-6.9	-152.4	-9.0	1.4	4.6
CC1CCCN(C(=O)CNS(=O)(=O)c2cccs2)C1 (stereo not given)	3.2	-3.2	0.1	23.0	2.3	1.2	x
CC(C)=N/N=C1/NC(=O)C(c2ccccc2)S1 (stereo not given)	-1.0	-6.3	2.9	1.1	-0.8	2.5	0.0
CN(CC(=O)Nc1ccccc1Cl)C(=O)COC(=O)c1ccc([N+](=O)[O-])cc1Cl	-0.4	13.1	-0.4	8.3	-17.3	-7.8	2.6
CNC(=O)C[C@H]1CC[C@@H]2[C@H](COc3ccc(NC(=O)c4ccc(C(F)(F)F)cc4)cc3C(=O)N2C)O1	x	x	u	5.3	x	-0.3	0.2
CC1(NC(=O)CSc2nnc(-c3c[nH]c4ccccc34)n2C2CC2)CCS(=O)(=O)C1 (stereo not given)	-1.2	3.4	2.3	-5.0	23.0	-3.4	1.3
Cc1noc(NS(=O)(=O)c2ccc(NC(=O)CSc3nc4ccccc4[nH]3)cc2)c1C	-0.4	5.4	-3.6	38.1	0.0	5.3	x
COc1ccc(C(=O)NCCc2cnc[nH]2)cc1OC	-3.5	-0.6	4.0	8.6	6.8	-4.8	-0.1
Cn1cc(C2=C(c3ccc(Cl)cc3Cl)C(=O)NC2=O)c2ccccc21	-2.2	-3.2	1.7	-9.3	49.9	1.4	0.5
COc1nc(N/N=C/c2ccc(C)cc2)nc(N2CCCCC2)n1	-0.7	0.8	u	x	-0.2	x	-0.6
CCCCn1nnnc1C(c1ccccc1)N1CCN(C(C)=O)CC1 (stereo not given)	-1.7	6.0	16.4	x	-0.7	x	0.1
CC1=C(C)CC(C(=O)NCc2ccccc2F)C(C(=O)O)C1 (stereo not given)	-0.7	2.4	-0.9	-12.4	0.5	-1.7	x
O=C(c1ccncc1)N(c1ccc2oc3c(c2c1)CCCC3)S(=O)(=O)c1ccc(F)cc1	1.4	2.3	-6.7	x	-0.8	x	0.0
COC(=O)C1=C(C)N(CCCC(=O)O)C(=O)NC1c1cccs1 (stereo not given)	0.6	-3.2	12.4	-2.3	-3.5	1.6	0.0
COc1ccc(NC(=O)Nc2ccc3c(c2)C(=O)N([C@H](C)CO)C[C@@H](C)[C@H](CN(C)C)OCCCC[C@@H](C)O3)cc1	-4.0	-6.7	1.3	9.2	-1.2	1.2	0.0
CC1CCc2c(sc(NC(=O)c3ccc(N4C(=O)CCC4=O)cc3)c2C(N)=O)C1 (stereo not given)	-3.2	-1.6	-4.2	-0.7	-10.2	1.7	-0.3
Cc1cccc(NC(=S)NC(=O)c2ccco2)c1C	1.4	2.6	3.9	x	10.1	-0.3	-0.4
CCCC(=O)Nc1ccc2c(c1)C(=O)N(C)[C@@H]1CC[C@H](CC(=O)NCCOC)O[C@@H]1CO2	x	x	-3.0	-13.8	x	1.8	0.0
O=C(O)c1cccc(S(=O)(=O)Nc2ccc(O)c(Sc3nc4ccccc4s3)c2)c1	6.7	-4.2	-2.6	x	-6.9	x	x
Cc1cc([N+](=O)[O-])ccc1NC(=O)c1ccc(NC(=O)C(C)C)cc1	-1.3	-5.6	-2.2	-27.9	7.2	4.1	x
Cc1ccc(S(=O)(=O)Nc2ccc3c(c2)C(=O)N([C@H](C)CO)C[C@H](C)[C@H](CN(C)C(=O)NC2CCCCC2)O3)cc1	1.0	0.0	-13.7	-6.7	-8.4	-1.0	6.0
COc1ccc(CN(C)C[C@H]2Oc3ccc(NS(=O)(=O)c4cn(C)cn4)cc3CC(=O)N([C@H](C)CO)C[C@H]2C)cc1	-0.6	2.4	-1.1	-19.8	-38.0	-0.1	u
